Source: PubChem BioAssay
GASC-1 inh: blocks human GASC-1 demethylase activity; AID 2099; inhibition, % at 2.35 µM; actives 0.069% (n = 330,000); GST-JMJD2C(1-420) H3K9me3 demethylation, DELFIA europium; Q9H3R0;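 active means more than half of a compound's replicate wells show inhibition beyond 50%, single wells judged on their own value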;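 further: signal counts dimethyl H3K9 product captured on neutravidin plate; 0% = median of DMSO wells and 100% = 0.3 times that DMSO median; strong numbers were not always called active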
Target sequence (Q9H3R0 1-420 limits assumed): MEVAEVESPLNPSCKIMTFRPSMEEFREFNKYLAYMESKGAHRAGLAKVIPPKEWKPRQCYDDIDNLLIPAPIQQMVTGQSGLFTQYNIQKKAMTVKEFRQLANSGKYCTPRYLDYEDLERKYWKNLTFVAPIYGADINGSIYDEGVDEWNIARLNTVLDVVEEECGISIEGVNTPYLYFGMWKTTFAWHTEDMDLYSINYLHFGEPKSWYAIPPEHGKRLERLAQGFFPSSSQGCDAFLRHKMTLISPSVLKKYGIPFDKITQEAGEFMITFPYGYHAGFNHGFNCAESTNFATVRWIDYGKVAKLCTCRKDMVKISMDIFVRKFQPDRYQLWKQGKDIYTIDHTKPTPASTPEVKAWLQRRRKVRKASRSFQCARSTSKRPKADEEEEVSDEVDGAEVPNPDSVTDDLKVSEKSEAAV
VLA-4 inh: inhibition in a human VLA-4 binding assay; VLA-4 expressing cells, ligand binding flow cytometry; AID 2557; actives 0.2% (n = 330,000); P13612; inhibition, % (about 7 µM as worked out from the volumes in the protocol); in the data active means inhibition above about 50%
Fh CTSL1 inh: blocks F. hepatica cathepsin L1 in PFM18AAP counter-screen; AID 1906; actives 0.49% (n = 300,000); recombinant F. hepatica cathepsin L1, Z-Leu-Arg-MCA fluorescence; inhibition, % at 5.96 µM;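 active means inhibition above the mean of all tested compounds plus 3 SD, set per screening campaign, cut at about 17% in these data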;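 further: 0% = plate median of test compound wells and 100% = 1 µM Z-Phe-Ala-diazomethylketone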
PP1 counter: PP1-alpha (human) inhibition in PP5 counter-screen; P62136; inhibition, % at 6.7 µM; AID 2235; purified PP1alpha, OMFP fluorescence; actives 0.9% (n = 320,000);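 active means inhibition above the mean inhibition of all tested compounds plus 3 SD, computed separately for each screening campaign, cut at about 15% in these data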
PP5 inh: blocks human protein phosphatase 5 activity | actives 0.18% (n = 320,000) | P53041 | purified PP5c, OMFP substrate fluorescence | inhibition, % at 6.7 µM;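 active means inhibition above the campaign's mean inhibition across all tested compounds plus 3 SD, cut at about 9.5% in these data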;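 further: 0% = DMSO only and 100% = 100 µM cantharidin control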
Target sequence (P53041 whole entry, looked up): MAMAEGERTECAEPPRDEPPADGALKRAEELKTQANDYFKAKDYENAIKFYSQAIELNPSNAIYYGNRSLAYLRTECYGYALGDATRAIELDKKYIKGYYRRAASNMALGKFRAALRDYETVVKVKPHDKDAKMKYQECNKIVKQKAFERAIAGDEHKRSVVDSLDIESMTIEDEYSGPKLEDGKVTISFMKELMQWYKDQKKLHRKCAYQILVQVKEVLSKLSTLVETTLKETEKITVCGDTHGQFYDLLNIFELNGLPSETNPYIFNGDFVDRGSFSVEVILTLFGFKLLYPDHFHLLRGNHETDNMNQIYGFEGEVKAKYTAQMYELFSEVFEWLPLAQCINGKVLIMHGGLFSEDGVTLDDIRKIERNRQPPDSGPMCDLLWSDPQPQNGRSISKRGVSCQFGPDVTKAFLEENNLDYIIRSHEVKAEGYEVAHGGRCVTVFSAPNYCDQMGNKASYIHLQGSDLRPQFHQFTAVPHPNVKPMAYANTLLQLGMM
GRK2 inh: blocks RNA aptamer binding to human GRK2 | inhibition of aptamer binding, % at 10 µM | actives 0.59% (n = 330,000) | bead flow cytometry, FAM-aptamer displacement from GRK2;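 active means inhibition of aptamer binding above 40%, roughly 3 SD of noise, on plates passing a quality check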;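 further: median bead fluorescence of bound FAM aptamer so fluorescent compounds give negative values; no value below 0 was filed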
procasp7 counter: counter-screen: procaspase-7 (human) activation. activation, % at 8.5 µM. recombinant procaspase-7, Ac-DEVD-pNA absorbance 405 nm; D23A/D198A/D206A triple mutant, cannot self-cleave; scale: DMSO 0, 5 µM enzyme 100. P55210. actives 0.093% (n = 330,000);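 active means percent activation above the screen-wide mean plus 3 SD, cut at about 25% in these data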
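Assay system: Uncleavable procaspase-7 mutant enzyme; Input: 2 µM procaspase-7 mutant as dispensed; Also added: DEVD-pNA substrate; Medium: Zinc-free HEPES pH 7.4 with 300 mM NaCl, 0.01% Triton X-100; Timing: 1 h compound preincubation, 2 h substrate cleavage, 25 °C; Measured by: Epi-absorbance of released pNA at 405 nm, two timepoints.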
procasp3 activ: activates human procaspase-3 | P42574 | recombinant procaspase-3 D3A, Ac-DEVD-pNA absorbance 405 nm | activation, % at 8.5 µM | actives 0.11% (n = 330,000) | AID 463141;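 active means activation above the mean of all tested compounds plus 3 SD, cut at about 21% in these data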;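 further: 0% = DMSO alone and 100% = DMSO wells spiked with extra 5 µM PC-3 D3A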
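Technique: 405 nm absorbance of p-nitroaniline, reads at 0 and 120 min; Test system: Procaspase-3 D3A mutant; Incubation: 1 h enzyme-compound preincubation, then 2 h substrate reaction, 25 °C; Repeats: singlicate, each compound tested once; Benchmarks: low control DMSO wells, high control DMSO plus 5 µM PC-3 D3A.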
HCV core dimer: HCV core protein dimerization inhibition; actives 0.33% (n = 300,000); TR-FRET GST/Flag-core106 dimerization, 1536-well; AID 1899; inhibition, % at 5 µM;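 active means inhibition above the mean of all tested compounds plus 3 SD, set per screening campaign, cut at about 45% in these data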
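test system = GST/Flag-tagged HCV core106 proteins | probe or stimulus = Eu donor and XL665 acceptor anti-tag antibodies | times = compound-protein-antibody incubation 4 h at 22.5 °C | signal = TR-FRET, excitation 340 nm, emission 617 and 671 nm | measure = percent inhibition of core106 dimerization signal | controls = wells lacking GST-core106 and wells with excess unlabelled core106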
Active calls of the source: *; . = not tested or not shown.

SMILES	GASC-1 inh	VLA-4 inh	Fh CTSL1 inh	PP1 counter	PP5 inh	GRK2 inh	procasp7 counter	procasp3 activ	HCV core dimer
CC(C)n1nc(C(=O)OCn2nnc3ccccc3c2=O)c2ccccc2c1=O	-10	20	-1	0	1.7	0	1	6	2
N#CC1(NC(=O)COC(=O)c2ccc(Cl)nc2)CCCCC1	1	-11	-3	-3	-2.8	0	-8	0	-3
C/C(=N\NC(=O)c1cnccn1)c1ccc([N+](=O)[O-])cc1	0	-3	1	2	0.6	0	-6	6	-2
CCOC(=O)c1c(NC(=O)COC(=O)CCS(=O)(=O)c2ccc(C)cc2)sc(C)c1C	8	0	-39	4	3.4	0	-18	-7	-3
O=C(CCN1C(=O)c2cccc3cccc(c23)C1=O)N1CCN(Cc2ccc3c(c2)OCO3)CC1	12	-7	0	1	2.5	0	5	-7	5
C=CCNC(=S)NNC(=O)c1csc(C)c1C	-9	13	-2	0	3.7	0	-1	1	-11
COc1ccccc1Nc1ccc(C(=O)O)cc1[N+](=O)[O-]	-1	10	0	0	-0.7	0	-4	-5	-3
CC(C)C(=O)n1nc(-c2cccnc2)nc1NCc1cccs1	3	9	-5	-1	0.1	0	0	-2	0
Nc1nnc(-c2ccc(Cl)cc2)o1	51	1	4	-1	0.0	0	-4	-4	-2
O=C(Cn1cncn1)NCCCc1ccccc1	2	3	1	8	0.4	0	4	4	2
COc1ccc(Cl)cc1S(=O)(=O)N1CCC(C(=O)NCC2CCCO2)CC1 (configuration not stated)	5	6	-1	-3	3.4	4	-3	1	2
COc1ccc([C@H](NC(=O)OC(C)(C)C)C(=O)OC(C)(C)C)cc1	0	6	.	0	0.1	0	4	8	.
CC(C)CCn1c(SCC(=O)OCn2nnc3ccccc3c2=O)nc2ccccc2c1=O	4	5	-80	2	0.9	4	0	7	14
O=C(Nc1cccc(Cl)c1)OCc1ccccn1	13	3	-5	-2	1.7	0	5	-7	-3
O=C(c1ccc(S(=O)(=O)Nc2ccccc2F)cc1)N1CCCCCC1	6	-6	0	0	-1.7	2	-1	-1	2
CC(C)(C)c1ccc(C(=O)NCC(=O)OCC(=O)NC(=O)NC2CCCC2)cc1	-1	-4	.	-1	1.0	1	5	5	.
CCCN(C(=O)c1nc2nccc(C)n2n1)c1c(N)n(Cc2ccccc2)c(=O)[nH]c1=O	-4	-14	.	-1	-1.9	0	-2	1	.
CCC1CCC2(CC1)NC(=O)N(CC(=O)Nc1cc(C)on1)C2=O (configuration not stated)	11	0	-1	0	4.3	0	2	-1	-3
Nc1nccnc1C(=O)OCC(=O)NCCc1ccc(S(N)(=O)=O)cc1	2	-1	0	-5	-1.9	0	-2	-6	22
Cc1c(O)c(CN2CCCC2)cc2c1oc(=O)c1ccccc12	-8	-1	2	1	3.0	0	-5	0	5

Single records, from the list above. Values in the order: GASC-1 inh, VLA-4 inh, Fh CTSL1 inh, PP1 counter, PP5 inh, GRK2 inh, procasp7 counter, procasp3 activ, HCV core dimer
`CC(C)C(=O)n1nc(-c2cccnc2)nc1NCc1cccs1` across the screens: 3, 9, -5, -1, 0.1, 0, 0, -2, 0
`Nc1nnc(-c2ccc(Cl)cc2)o1` across the screens: 51, 1, 4, -1, 0.0, 0, -4, -4, -2

Other entries:
SMILES	GASC-1 inh	VLA-4 inh	Fh CTSL1 inh	PP1 counter	PP5 inh	GRK2 inh	procasp7 counter	procasp3 activ	HCV core dimer
CC1(c2nnc(-c3ccccc3)o2)CC(c2c(Cl)cccc2Cl)=NO1 (configuration not stated)	4	27	-2	0	1.1	0	5	15	3
CN(CC(=O)Nc1ccc(Cl)c(C(F)(F)F)c1)C(=O)c1cc(=O)c2ccccc2o1	-2	6	.	1	3.7	0	6	3	.
COc1ccc(-n2nnnc2SCc2nc3ccccc3s2)cc1	-8	9	2	0	0.7	1	-4	-4	0
CCOc1ccc(NC(=O)C2CC(=O)N(c3ccc4c(c3)OCCO4)C2)cc1OCC (configuration not stated)	2	35	3	-7	-1.6	7	3	-5	-154
C[C@H](CO)N1C[C@H](C)[C@@H](CN(C)C(=O)NC2CCCCC2)Oc2c(NS(=O)(=O)c3ccc(F)cc3)cccc2C1=O	8	-9	.	.	.	3	9	8	.
O=C(COC(=O)CC(c1ccccc1)c1ccccc1)Nc1cccc(F)c1	-1	-4	-6	4	5.4	0	7	-2	1
CC(=O)N1CCN(c2ccc(NCc3ccc(C)cc3)cc2)CC1	-10	37	1	0	2.4	4	-16	-1	-23
CCn1cc([N+](=O)[O-])c(C(=O)N2CCOCC2)n1	-3	27	-3	-1	-0.5	0	11	4	-1
Cc1ccc(/C(N)=N/OC(=O)CCc2ccccc2)cc1	10	7	-9	6	0.3	0	-3	-5	2
O=C1c2ccc(Cl)cc2S(=O)(=O)c2cccc(C(=O)N3CCN(c4ccc(Cl)cn4)CC3)c21	-9	-1	.	8	4.0	3	-1	-2	.
CC(=O)Nc1ccc(NC(=O)Cn2ccc([N+](=O)[O-])n2)cc1	7	26	-3	-2	1.3	3	2	4	0
CCOC(=O)c1c(C)nc(-c2ccccc2)nc1NC(=O)CC	8	20	-6	-7	0.6	2	-4	-1	-6
CCC(CC)C(=O)Nc1nnc(CCc2ccccc2)s1	-31	-6	3	6	4.9	1	8	3	4
COc1ccc(NS(=O)(=O)c2cc(NC(=O)c3cccs3)ccc2N2CCOCC2)cc1	-2	-2	-1	2	1.2	2	6	8	4
COc1ccc(OCC(=O)Nc2ccccc2C(=O)NC2CC2)cc1	1	-4	.	-3	0.7	4	6	6	.
CS(=O)(=O)N1CCc2cc(C(=O)Nc3ccc(Br)cc3)ccc21	3	13	-1	-3	1.5	0	15	8	2
COc1ccc(OC)c(CC(=O)Nc2ccc3c(c2)CCC3)c1	23	2	-2	0	3.2	2	2	6	-8
Cc1cc(Cl)ccc1C(=O)C1CCCN(C(=O)/C=C/c2cnn(C)c2)C1 (configuration not stated)	6	6	0	-4	-1.0	0	6	8	-1
COC(=O)COc1ccc(S(=O)(=O)Nc2ccc(NC(C)=O)cc2)cc1	-2	12	-1	-2	-1.0	1	-12	-2	-4
Cc1ccc(-n2nc3c(=O)n(CCCC(=O)NCC(C)c4ccccc4)nc(C)c3c2C)cc1 (configuration not stated)	-5	15	-2	-2	-0.3	1	6	-2	-1
C=CCCCCCCCCC(=O)NNC1=CC(=O)CC(C)(C)C1	9	-16	0	-5	-1.0	1	-3	2	1
CCOc1ccc(N2C(=O)C3Sc4[nH]c(=O)sc4C(c4ccc(OC)c(OC)c4)C3C2=O)cc1 (configuration not stated)	23	5	-1	-2	1.5	2	-3	1	1
N#Cc1sc(NCc2ccccn2)nc1Cl	10	1	-2	-1	-0.2	0	-2	11	7
Cc1ccc(NC(=O)C2CC(c3ccc(F)cc3)=NO2)cc1 (configuration not stated)	1	1	-6	0	1.5	0	3	6	-5
O=C(NCCCCc1ccccc1)C12CN(Cc3ccccc3)CC1C(c1cccc([N+](=O)[O-])c1)=NO2 (configuration not stated)	-4	-8	4	24*	2.0	0	-8	2	5
COc1ccc(-n2nc(C(=O)NCC(=O)N3CCCC(C)C3)c3ccccc3c2=O)cc1 (configuration not stated)	12	3	-2	4	3.9	0	-2	0	0
COc1ccc(CN(C(=O)c2ccco2)c2ccc(C)cc2)cc1OC	-2	-4	3	1	1.1	6	8	-1	-3
COc1ccc(S(=O)(=O)N2CCCC2C(=O)n2nc(C)cc2C)cc1 (configuration not stated)	0	-2	-3	-7	1.4	1	1	1	9
Cn1c(CC(=O)Nc2ccc(Cl)c(Cl)c2)n[nH]c1=S	9	10	-5	-7	6.5	34	5	-20	0
COc1cc(OC)cc(C(=O)Nc2ccc(CN3CCCCC3)cc2)c1	-7	1	-2	-1	-1.1	0	-5	-7	-2
O=C(O)CCCCC1SCC2NC(=O)NC21 (configuration not stated)	12	-16	-3	-4	0.7	0	2	4	-1
O=C(CSc1cccc[n+]1[O-])N1CCCCCC1	-9	7	1	-3	-0.8	0	3	3	-4
Cc1c(C(=O)N2CCCCC2CCN2CCCC2=O)oc2c(F)cccc12 (configuration not stated)	-3	0	-1	-7	0.8	5	9	-3	7
S=c1sc2ccccc2n1CCc1ccncc1	-2	-3	1	4	3.2	0	-2	2	-10
O=C(O)CCc1nn2c3ccccc3n(CCO)c2nc1=O	-21	10	2	-2	-0.2	1	-3	-4	-2
C=CCCC(=O)NC1CC(C)(C)Cc2c1cnn2-c1ccc(OC)cc1 (configuration not stated)	-1	7	-6	-11	1.7	0	6	-1	1
COC(OC)c1ccnc(-c2ccc(OC(=O)c3cccs3)cc2)n1	4	3	-2	1	2.6	0	4	-5	1
CCOC(=O)C1CCN(Cc2nnc(-c3cccc(Br)c3)o2)CC1	-18	-11	2	-1	-1.7	4	0	13	-13
C=CCOc1ccc(CNc2ccc(NC(=O)CCC)cc2)cc1OCC	-4	0	3	-1	0.9	4	-1	-8	-5
CCN(CC)CCCN1C(=O)C(O)=C(C(=O)c2ccco2)C1c1ccc(OC(C)C)cc1 (configuration not stated)	-2	0	-4	2	-1.6	0	-50	-18	-6

Looked up above:
Value for Cc1ccc(NC(=O)C2CC(c3ccc(F)cc3)=NO2)cc1 (configuration not stated) under PP1 counter: 0
Value for COc1cc(OC)cc(C(=O)Nc2ccc(CN3CCCCC3)cc2)c1 under GASC-1 inh: -7
Value for COc1ccc(-n2nc(C(=O)NCC(=O)N3CCCC(C)C3)c3ccccc3c2=O)cc1 (configuration not stated) under VLA-4 inh: 3
Value for C=CCCCCCCCCC(=O)NNC1=CC(=O)CC(C)(C)C1 under HCV core dimer: 1

Further compounds:
SMILES	GASC-1 inh	VLA-4 inh	Fh CTSL1 inh	PP1 counter	PP5 inh	GRK2 inh	procasp7 counter	procasp3 activ	HCV core dimer
CCOc1ccc(NS(=O)(=O)c2cc3c(cc2C)N(C)CCO3)cc1	-10	-6	-2	-2	2.5	4	10	0	12
CCc1ccc(C2=NN(CCC(=O)NC(C)c3ccc4c(c3)OCCO4)C(=O)CC2)cc1 (configuration not stated)	2	4	-8	-3	1.4	1	1	3	-5
COc1ccc(S(=O)(=O)N(C)c2ccc(C(=O)N3CCN(c4ccccc4)CC3)cc2)cc1OC	0	-33	2	6	3.2	3	-1	-4	4
O=C(Cn1cncn1)N/N=C/c1c2ccccc2cc2ccccc12	3	11	3	0	3.2	1	-18	-6	-35
O=C1C=C(c2ccc(Cl)cc2)OC2(CCCC2)O1	7	18	-2	2	4.3	0	13	-4	5
O=C(CSc1nccn1-c1ccc(Cl)cc1)NCc1ccc2c(c1)OCO2	1	-11	-2	1	3.1	3	-4	-2	-1
COC(=O)c1ccc(C2/C(=C(\O)c3cccc(OC)c3)C(=O)C(=O)N2CCCN2CCOCC2)cc1 (configuration not stated)	3	18	0	-1	1.6	0	-7	4	0

2 entries from above, with values under each structure:
Below each compound – GASC-1 inh | VLA-4 inh | Fh CTSL1 inh | PP1 counter | PP5 inh | GRK2 inh | procasp7 counter | procasp3 activ | HCV core dimer
> O=C(Cn1cncn1)N/N=C/c1c2ccccc2cc2ccccc12
→ 3 | 11 | 3 | 0 | 3.2 | 1 | -18 | -6 | -35
> O=C1C=C(c2ccc(Cl)cc2)OC2(CCCC2)O1
→ 7 | 18 | -2 | 2 | 4.3 | 0 | 13 | -4 | 5
